Assay outcomes: PubChem BioAssay, Broad Institute
DENV2 CPE rescue: inhibitors of DENV2 cytopathic effect; 350,000 tested, 1.7% active; DENV2-infected cells, cytopathic effect rescue, plate reader; CPE inhibition, % at 9.99 µM; in the data active = CPE inhibition above about 20%, passing the limit was not always enough; inconclusive = no clear call, values can overlap the other calls; tested in BHK-21 cells;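 note: 0% = median of neutral control wells and 100% = median of positive control wells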
XiGFP reactiv: reactivates the inactive X chromosome in mouse fibroblasts; XiGFP mouse fibroblasts, % GFP-positive cells imaging, 3 d; cells co-treated with 5-aza-dC sensitizer; scaled so ellipticine positive control = 100%; activation, % at 7.58 µM; 360,000 tested, 0.055% active;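 active = mean normalized replicate activation at least 10% and every replicate at or above 10%; inconclusive = only one of the two criteria met; inactive = mean below 10% and not all replicates reach 10%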;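 note: 0% = median of on-plate neutral control wells and 100% = ellipticine 6 µM median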
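System: SV40-immortalized XiGFP fibroblast cells, line 68-5-11 / Incubation: 3-day compound exposure, then 15 min fixation at room temperature / Compound: single concentration per compound, delivered by pin transfer / Buffer or medium: DMEM plus 5-aza-dC sensitizer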
RAD52 anneal inh: blocks human RAD52 DNA annealing | inhibition, % at 18.7 µM | P43351 | 360,000 tested, 0.46% active | recombinant RAD52 DNA annealing, FRET fluorescence;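 active = every replicate showing at least 50% inhibition; inconclusive = mean inhibition at least 50% but not in every replicate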
Target sequence (P43351 whole entry, looked up): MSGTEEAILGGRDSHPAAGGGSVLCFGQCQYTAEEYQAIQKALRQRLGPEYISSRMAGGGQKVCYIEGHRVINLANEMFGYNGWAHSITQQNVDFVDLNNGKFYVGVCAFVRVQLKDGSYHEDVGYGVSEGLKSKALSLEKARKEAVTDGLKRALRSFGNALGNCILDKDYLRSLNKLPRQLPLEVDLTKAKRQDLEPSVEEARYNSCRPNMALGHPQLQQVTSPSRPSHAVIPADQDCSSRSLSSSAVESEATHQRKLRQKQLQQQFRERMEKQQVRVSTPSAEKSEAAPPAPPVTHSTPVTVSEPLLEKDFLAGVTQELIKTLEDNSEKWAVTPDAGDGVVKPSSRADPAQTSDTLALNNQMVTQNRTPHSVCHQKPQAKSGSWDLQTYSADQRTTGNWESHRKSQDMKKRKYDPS
E-sel inducer: induces E-selectin expression in human endothelial cells | P16581 | HUVEC E-selectin immunofluorescence imaging; normalized: neutral wells 0, TNF-alpha wells 100 | activation, % at 7.58 µM | 260,000 tested, 0.37% active | AID 686992;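 active = mean E-selectin-positive cell signal at least 10% of the positive control, reached in at least 60% of replicates, without over 20% cell loss; inconclusive = no rule given, readout overlaps actives, possibly toxicity-flagged; inactive = the rest, including those meeting only one limit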;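 note: in these data hits start at about 27%; measured in HUVEC primary endothelial cells; signal is the percent of cells scored E-selectin positive by PE staining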
Target sequence (P16581 whole entry, looked up): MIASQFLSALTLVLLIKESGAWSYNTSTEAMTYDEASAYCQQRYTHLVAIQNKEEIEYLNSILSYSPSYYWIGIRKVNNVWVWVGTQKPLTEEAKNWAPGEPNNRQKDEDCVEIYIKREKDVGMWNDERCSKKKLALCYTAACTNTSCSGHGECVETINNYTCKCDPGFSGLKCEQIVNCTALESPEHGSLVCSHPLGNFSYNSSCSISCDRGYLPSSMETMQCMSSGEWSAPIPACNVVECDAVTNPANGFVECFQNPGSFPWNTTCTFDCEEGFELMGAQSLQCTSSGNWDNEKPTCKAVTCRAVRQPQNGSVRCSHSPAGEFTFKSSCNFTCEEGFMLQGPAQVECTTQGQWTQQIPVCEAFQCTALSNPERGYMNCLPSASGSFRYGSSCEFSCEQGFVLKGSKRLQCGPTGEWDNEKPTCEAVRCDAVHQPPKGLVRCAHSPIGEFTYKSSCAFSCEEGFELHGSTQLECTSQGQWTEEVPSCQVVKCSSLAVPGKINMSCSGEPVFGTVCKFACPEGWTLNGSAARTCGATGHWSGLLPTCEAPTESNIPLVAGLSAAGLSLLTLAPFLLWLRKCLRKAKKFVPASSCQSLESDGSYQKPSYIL
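material = human umbilical vein endothelial cells (HUVEC), E-selectin induction | quantity = 3,000 cells/well | medium = EGM-2 growth medium on 0.1% gelatin-coated wells | technique = immunofluorescence imaging | read-out basis = % PE-positive cells | control set = TNF-alpha positive control, DMSO neutral control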
RAD54 inh: blocks human RAD54 Holliday junction branch migration; inhibition, % at 10.4 µM; FAM/BHQ fluorescence; 360,000 tested, 0.14% active;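 active = mean normalized replicate activity at least 40 and at least half of replicates scoring 40 or more; inconclusive = only one of the two criteria met; inactive = mean below 40 and under half of replicates reaching 40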;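 note: 0% = median of neutral control wells and 100% = median of positive control wells; inhibitors cause a drop in the FAM fluorescence signal; in these data hits start at about 50%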
GSIS activator: primary screen for activators of insulin secretion dependent on glucose, INS-1E cells, GLuc reporter luminescence; AID 743287; 370,000 tested, 0.61% active; activation, % at 16.6 µM; INS-1E GLuc reporter insulin secretion, 2-3 h;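 active = lowest replicate activation of at least 40%, so every replicate reaches that level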;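 note: 0% = median of neutral control wells and 100% = median of IBMX positive control wells; some compounds called inactive have numbers as strong as hits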
CASP6 VEID inh: blocks human caspase-6 cleavage activity; purified caspase-6, Z-VEID-R110 cleavage fluorescence; inhibition, % at 12.5 µM; 350,000 tested, 0.53% active;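 active = mean inhibition across replicates at least about 35%, with every replicate also reaching that limit, limit read from the data; inconclusive = only one of the two criteria met; inactive = neither criterion met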;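 note: 0% = median of neutral control wells and 100% = no fluorescence left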
F508del corr: CFTR F508del correction in bronchial cells; activity (quench increase), % at 7.58 µM; 350,000 tested, 0.36% active; CFBE cells, YFP halide quenching; stimulated with forskolin plus potentiator P3; % fluorescence drop versus neutral controls; AID 720511;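 active = mean added fluorescence quench of at least 8% versus neutral control, with both replicates also reaching 8%; inconclusive = only one of the mean or replicate conditions met; inactive = mean below 8% and not both replicates reaching 8%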;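 note: cells transiently co-express mutant CFTR-F508del with the halide-sensitive YFP; corrector assay measuring rescue of mutant channel to the surface after 24 h compound exposure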
An asterisk follows results filed as active.

Screening COc1cc(Cl)c(C)cc1NC(=O)CSC1=NCCS1 returned DENV2 CPE rescue 8, XiGFP reactiv -0.1, RAD52 anneal inh -9, E-sel inducer -1.1, RAD54 inh -12, GSIS activator 0, CASP6 VEID inh -2 and F508del corr 1.8.
Screening Cc1ccc(C(=O)CCC(=O)OCC(=O)N(C)c2c(N)n(Cc3ccccc3)c(=O)[nH]c2=O)cc1 returned DENV2 CPE rescue -7, XiGFP reactiv -0.1, RAD52 anneal inh -15, E-sel inducer 19, RAD54 inh -14, GSIS activator 19, CASP6 VEID inh -2 and F508del corr 0.7.
For Cc1ccc(-c2csc(N(CCCN(C)C)C(=O)c3ccco3)n2)cc1 the results were XiGFP reactiv 0.1, RAD52 anneal inh 64*, E-sel inducer -3.4, GSIS activator -3, CASP6 VEID inh -27 and F508del corr 0.0.
For CC(C)NC(=O)N[C@H]1C=C[C@H](CC(=O)O)O[C@H]1CO the results were DENV2 CPE rescue -5, XiGFP reactiv 0.0, RAD52 anneal inh 4, E-sel inducer -0.1, RAD54 inh 10, GSIS activator -4, CASP6 VEID inh 1 and F508del corr -1.0.
Screening Cc1noc(C)c1NC(=O)N(C)C[C@@H]1Oc2ccc(NC(=O)Cn3cnnn3)cc2C(=O)N([C@H](C)CO)C[C@H]1C returned DENV2 CPE rescue inconclusive, XiGFP reactiv -0.1, RAD52 anneal inh -15, E-sel inducer 18, RAD54 inh -10, GSIS activator 0, CASP6 VEID inh 8 and F508del corr -3.7.
For C[C@@H](NC(=O)C[C@H]1C=C[C@@H](NC(=O)c2cccnc2)[C@@H](CO)O1)c1ccccc1 the results were DENV2 CPE rescue -1, XiGFP reactiv 0.3, RAD52 anneal inh -8, E-sel inducer -0.2, RAD54 inh -4, GSIS activator 2, CASP6 VEID inh -1 and F508del corr -3.1.
Screening CCc1ccc(NC(=O)CNC(=O)[C@@H]2Cc3ccccc3CN2)cc1 returned DENV2 CPE rescue -1, XiGFP reactiv 0.0, RAD52 anneal inh -6, RAD54 inh 9, GSIS activator 2, CASP6 VEID inh 0 and F508del corr -0.4.
COc1ccc(C(=O)Nc2cc(C)c(NC(=O)c3ccccn3)cn2)cc1 was read as DENV2 CPE rescue 2, XiGFP reactiv 0.1, RAD52 anneal inh -15, RAD54 inh 0, GSIS activator 0, CASP6 VEID inh -6 and F508del corr 0.8.
For O=C(c1cccc(F)c1)N1CCCCN2[C@H](CO)[C@@H](c3ccc(-c4ccccc4)cc3)[C@H]2C1 the results were XiGFP reactiv 0.0, E-sel inducer -0.4, RAD54 inh 4, GSIS activator -20 and F508del corr 1.1.
CC(=O)Nc1ccc(N(C(=O)c2ccccn2)C(C(=O)NC2CCCCC2)c2ccc(F)cc2)cc1 (configuration not stated) was read as DENV2 CPE rescue -5, XiGFP reactiv 0.0, RAD52 anneal inh -2, RAD54 inh -5, GSIS activator 8, CASP6 VEID inh -3 and F508del corr 1.7.
CCN(CC)c1ccc(Nc2nc(Cl)ncc2Br)cc1 was read as DENV2 CPE rescue 5, XiGFP reactiv 0.0, RAD52 anneal inh 0, RAD54 inh -1, GSIS activator 13, CASP6 VEID inh 2 and F508del corr -0.4.
Screening COC(=O)[C@]1(Cc2ccccc2)N[C@H](CN(C)S(=O)(=O)c2ccc(-c3ccccc3)cc2)[C@@H]2C(=O)N(C)C(=O)[C@@H]21 returned DENV2 CPE rescue 0, XiGFP reactiv 0.1, RAD52 anneal inh -12, E-sel inducer -6.4, RAD54 inh -6, GSIS activator -32, CASP6 VEID inh -3 and F508del corr 1.9.
`COC(=O)c1ccc2nc(-c3ccc(F)cc3)c(Cc3ccccc3)n2c1` gave DENV2 CPE rescue 2, XiGFP reactiv -0.2, RAD52 anneal inh -164, E-sel inducer 0.1, RAD54 inh 7, GSIS activator -3, CASP6 VEID inh 6 and F508del corr 2.3.
Cc1ccc(NC(=O)C2CCCN2C(=O)c2cccs2)cc1C (configuration not stated) was read as DENV2 CPE rescue -4, XiGFP reactiv -0.1, RAD52 anneal inh -9, RAD54 inh 4, GSIS activator -15, CASP6 VEID inh -1 and F508del corr 0.2.
Screening COc1ccccc1-c1n[nH]c(=S)n1Cc1ccccc1 returned DENV2 CPE rescue -9, XiGFP reactiv 0.2, RAD52 anneal inh -15, E-sel inducer 0.7, RAD54 inh 3, GSIS activator 19, CASP6 VEID inh -2 and F508del corr 1.6.
`O=C(CN1CCN(CC(=O)Nc2ccc(OCc3ccccc3)cc2)CC1)Nc1ccc(F)cc1` gave DENV2 CPE rescue 10, RAD52 anneal inh -13, RAD54 inh 6, GSIS activator -14, CASP6 VEID inh -1 and F508del corr -1.9.
CC(C)NC(=S)N1CCN(Cc2ccc3c(c2)OCO3)CC1 was read as DENV2 CPE rescue 3, XiGFP reactiv 0.0, RAD52 anneal inh -7, GSIS activator 0, CASP6 VEID inh -7 and F508del corr 0.2.
For O=C(CSc1ccccc1)Nc1nnc(C2CC2)s1 the results were DENV2 CPE rescue 12, XiGFP reactiv 0.0, RAD52 anneal inh -9, E-sel inducer 0.8, RAD54 inh -10, GSIS activator 7, CASP6 VEID inh -1 and F508del corr 0.0.
`Cc1cc(C)c2c(N)c(-c3nnc(SCc4ccc(Cl)cc4)n3C)sc2n1` gave DENV2 CPE rescue 1, XiGFP reactiv 0.0, RAD52 anneal inh -23, GSIS activator 6, CASP6 VEID inh 2 and F508del corr 2.1.
Screening CCCOc1ccc(CCc2n[nH]c(=S)n2-c2ccccc2)cc1 returned DENV2 CPE rescue 6, XiGFP reactiv 0.1, RAD52 anneal inh -9, GSIS activator -28, CASP6 VEID inh 3 and F508del corr 1.5.
COc1ccc(NC(=O)N(C)C[C@H]2Oc3ccc(NS(=O)(=O)c4cn(C)cn4)cc3CC(=O)N([C@@H](C)CO)C[C@@H]2C)cc1 was read as DENV2 CPE rescue -3, XiGFP reactiv 0.4, RAD52 anneal inh 0, E-sel inducer -5.7, RAD54 inh 6, GSIS activator 12, CASP6 VEID inh 0 and F508del corr -0.8.
Screening O=C(NC1CCCc2ccccc21)c1ccc([N+](=O)[O-])cc1 (configuration not stated) returned DENV2 CPE rescue 9, RAD52 anneal inh 4, RAD54 inh -6, GSIS activator 6, CASP6 VEID inh 1 and F508del corr -2.1.
`Cc1ccc(-c2cc(C(=O)Nc3cccc(S(=O)(=O)N(C)C)c3)c3ccccc3n2)o1` gave DENV2 CPE rescue 1, XiGFP reactiv 0.2, RAD52 anneal inh -33, RAD54 inh -4, GSIS activator -11, CASP6 VEID inh 3 and F508del corr -2.8.
For COc1ccc(NS(=O)(=O)c2ccc(N3CCOCC3)c(NC(=O)C(C)C)c2)cc1 the results were DENV2 CPE rescue 6, XiGFP reactiv 1.0, RAD52 anneal inh -18, E-sel inducer -1.6, RAD54 inh 3, GSIS activator 4, CASP6 VEID inh 0 and F508del corr 2.4.
Screening Cc1ccccc1S(=O)(=O)N1[C@H](C#N)[C@H](c2ccccc2)[C@H]1CO returned DENV2 CPE rescue 9, XiGFP reactiv -0.1, RAD52 anneal inh -40, E-sel inducer 0.1, RAD54 inh 12, GSIS activator 2, CASP6 VEID inh -2 and F508del corr -0.2.
O=C(C[C@H]1C[C@H]2c3cc(NC(=O)Cc4ccncc4)ccc3O[C@H]2[C@H](CO)O1)NCC1CC1 was read as DENV2 CPE rescue 9, XiGFP reactiv 0.0, RAD52 anneal inh -1, E-sel inducer 0.3, RAD54 inh -8, GSIS activator 3, CASP6 VEID inh -1 and F508del corr -0.6.
C[C@@H]1CN([C@H](C)CO)S(=O)(=O)c2ccc(C#Cc3ccccc3)cc2O[C@H]1CN(C)S(C)(=O)=O was read as DENV2 CPE rescue 2, XiGFP reactiv -1.5, RAD52 anneal inh -24, E-sel inducer 0.4, RAD54 inh 0, GSIS activator -26, CASP6 VEID inh 15 and F508del corr 0.6.
O=C(NCc1ccccc1)NC(=O)c1ccc(Cl)cc1 was read as DENV2 CPE rescue 0, XiGFP reactiv -0.1, RAD52 anneal inh -12, E-sel inducer 1.4, RAD54 inh -16, GSIS activator 3, CASP6 VEID inh 0 and F508del corr -0.3.
`CC(=O)NC1C(=O)N=C(SCC(=O)NC(C)c2ccccc2)NC1=O` (configuration not stated) gave DENV2 CPE rescue -4, RAD52 anneal inh 2, RAD54 inh 9, GSIS activator -10, CASP6 VEID inh 4 and F508del corr 0.0.
Screening C[C@@H]1CN([C@@H](C)CO)C(=O)c2cccc(NC(=O)Nc3ccc(F)cc3)c2O[C@@H]1CN(C)Cc1ccncc1 returned DENV2 CPE rescue 9, XiGFP reactiv -0.1, RAD52 anneal inh 9, E-sel inducer 65*, RAD54 inh 2, GSIS activator 12, CASP6 VEID inh 2 and F508del corr -0.1.
CCOC(=O)CSc1nnc(CNC(=O)c2ccc(S(=O)(=O)N(C)C)cc2)n1C was read as DENV2 CPE rescue 5, XiGFP reactiv 0.1, RAD52 anneal inh -5 and CASP6 VEID inh 19.
`O=S1(=O)N=C2CCCCCN2C(c2ccc(Cl)cc2)N1` (configuration not stated) gave DENV2 CPE rescue 3, XiGFP reactiv -0.1, RAD52 anneal inh -2, GSIS activator 3, CASP6 VEID inh 1 and F508del corr -1.2.
`COc1ccccc1-c1ccc2c(c1)O[C@@H](CN(C)C(=O)c1ccncc1)[C@H](C)CN([C@H](C)CO)S2(=O)=O` gave DENV2 CPE rescue inconclusive, XiGFP reactiv 0.3, RAD52 anneal inh 1, E-sel inducer -0.1, RAD54 inh 2, GSIS activator -6, CASP6 VEID inh 1 and F508del corr 2.1.
COc1ccc(/C=C/C(=O)OCC(=O)Nc2ccc(C)cc2)cc1S(=O)(=O)N1CCOCC1 was read as DENV2 CPE rescue -8, XiGFP reactiv 0.2, RAD52 anneal inh -11, RAD54 inh -12, GSIS activator -2, CASP6 VEID inh -2 and F508del corr 1.0.
Cn1c(=O)c2c(c3ccccc31)OC(C)(C)CC2 was read as DENV2 CPE rescue 8, XiGFP reactiv -0.1, RAD52 anneal inh -4, GSIS activator 23, CASP6 VEID inh -2 and F508del corr -0.3.
Screening Cc1ccc(S(=O)(=O)N2CCOCC2)cc1NC(=O)COc1ccccc1Cc1ccccc1 returned DENV2 CPE rescue inconclusive, XiGFP reactiv -0.2, RAD52 anneal inh -24, E-sel inducer -0.2, RAD54 inh 1, CASP6 VEID inh 1 and F508del corr 0.7.
Screening COc1ccc2c3c(n(C)c2c1)[C@@H](CO)N(Cc1ccccc1Cl)CC31CN(C(C)=O)C1 returned DENV2 CPE rescue -1, XiGFP reactiv 0.3, E-sel inducer -0.4, GSIS activator -8 and F508del corr 1.9.
Cc1sc2nc(N3CCOCC3)[nH]c(=O)c2c1-c1ccccc1 was read as DENV2 CPE rescue 14, XiGFP reactiv 0.0, RAD52 anneal inh -18, GSIS activator 13 and CASP6 VEID inh 1.
Screening Cc1sc2ncnc(N3CCC(C(=O)Oc4cccc(Cl)c4Cl)CC3)c2c1C returned DENV2 CPE rescue 3, XiGFP reactiv -0.1, RAD52 anneal inh -17, E-sel inducer 2.1, RAD54 inh -4, GSIS activator 16, CASP6 VEID inh 3 and F508del corr 0.3.
